HP1b binding inh: HP1-beta chromodomain-methylated histone interaction inhibition. P83916. AID 540317. actives 0.56% (n = 390,000). AlphaScreen HP1-beta / biotin-H3K9me3 peptide binding. Potency, µM (highest dose often 114 µM), for inactives: top-dose activity change, negative = inhibition, usual class: inhibitors; further: nearly all actives have a fitted effect of over 70% in size; inactives centre near 23
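HP1-beta protein (50 nM final) preincubated 30 min at room temperature with biotinylated H3(1-18)K9me3 peptide (50 nM) in PBS pH 7.4, 0.01% Tween-20, then compound added for 30 min. AlphaScreen streptavidin donor/nickel chelate acceptor beads (10 ug/mL final), 30 min dark, luminescence read.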
rTrxR1 inhibitor: blocks rat thioredoxin reductase 1. O89049. recombinant rTrxR1, NADPH fluorescence consumption, selenite substrate. Potency, µM (titrated, usually from 114 µM), for inactives: at the top dose activity change, negative = inhibition, hits mostly inhibitors. actives 1% (n = 390,000). AID 588453; further: on the % scale 0 is the no-effect control and ±100 the full control effect; nearly all actives have a fitted effect of over 65% in size
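Rat TrxR1 (90 nM in the dispensed reagent) was pre-reduced with 400 uM NADPH for 5 min at room temperature, then incubated with compound for 15 min. After 400 uM selenite was added, NADPH fluorescence (Ex 340/Em 450 nm) was followed for 8 min.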
RGS4 inh: human RGS4 inhibition; Transcreener GDP fluorescence polarization, RGS4-accelerated GTP hydrolysis; actives 0.039% (n = 390,000); Potency, µM (top dose mostly 114 µM), without a hit: at the highest dose activity change, negative = inhibition, hits mostly inhibitors; further: on the % scale 0 is the no-effect control and ±100 the full control effect; nearly all actives have a fitted effect of over 75% in size; some results filed as inactive show a strong effect at the top dose
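MLSMR compounds (23 nl, pin-transferred) preincubated 10 min at room temperature with a 500nM (2x) first reagent, then RGS4 at 900nM (2x) plus Transcreener GDP mix added; fluorescence polarization (620/688 nm) read before and after 90 min at 30 °C.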
ALOX12 inh: inhibitors of human 12S-lipoxygenase ALOX12; P18054; purified 12hLO, xylenol orange hydroperoxide absorbance; Potency, µM (doses to about 108 µM), inactives show at the top dose activity change, negative = inhibition, hits mostly inhibitors; actives 1.1% (n = 580,000); AID 1671190; further: on the % scale 0 is the no-effect control and ±100 the full control effect
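Purified human 12hLO at 150 nM in 25 mM Hepes, 0.01% Triton X-100, pH 7.0, preincubated 15 min at room temperature with compound. Reaction started with 40 uM arachidonic acid, 30 min at room temperature. Hydroperoxide measured by Fe-xylenol orange, 573/405 nm absorbance ratio.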
GLS inh: inhibitors of human glutaminase (GLS). O94925. GLS enzymatic activity, qHTS titration. Potency, µM (highest dose often 45.5 µM), without a hit: top-dose activity change, negative = inhibition, usual class: inhibitors. actives 0.21% (n = 410,000). AID 624170; further: on the % scale 0 is the no-effect control and ±100 the full control effect
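Glutamate formation by hKGA was monitored fluorometrically using coupled glutamate oxidase, HRP and Amplex Red. Substrate was added as 1 mM L-glutamine solution; incubation was 30 min at RT after an initial read.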
Pin1 inhibitor: inhibitors of human Pin1 | actives 0.009% (n = 390,000) | Pin1 FP peptide displacement, HiFluor488, 10 min | Potency, µM (top dose mostly 115 µM), for the others: top-dose activity, negative = inhibition, usual class: inhibitors | AID 504891; active means well fitted inhibition curve with a large enough effect in the polarisation, with a control signal flat, not every such curve was filed as active; inconclusive means small, poorly fitted or top-dose-only effect, or effect the other way, or a change in a side signal; inactive means no such curve, though single readings can be large or run the other way; the % refers to the polarisation; further: on the % scale 0 is the no-effect control and ±100 the full control effect
PGK inhibitor: inhibitors of T. brucei phosphoglycerate kinase; P07378; PGK/GAPDH coupled, Kinase-Glo luminescence, 60 min; Potency, µM (highest dose often 57.5 µM), inactives show at the highest dose activity change, negative = inhibition, hits mostly inhibitors; actives 0.043% (n = 380,000); AID 602233; further: on the % scale 0 is the no-effect control and ±100 the full control effect; nearly all actives have a fitted effect of over 60% in size
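Recombinant glycosomal PGK reaction used 1,3-bisphosphoglycerate generated in-well by GAPDH (100nM final) in 100mM TEA pH 7.6, 5mM MgCl2, 0.01% Tween-20. After 60 minutes at room temperature, ATP was read by Kinase-Glo Plus luminescence end-point.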
ERG-DNA inh: inhibitors of human ERG Ets domain-DNA interaction | fluorescence polarization, His-ERG Ets domain / labelled DNA | Potency, µM (highest dose often 76.9 µM), for inactives: top-dose FP activity, negative = inhibition, most hits filed as inhibitors | actives 0.028% (n = 370,000); active means well fitted inhibition curve with a large enough effect in the polarisation, with a control signal flat; inconclusive means small, poorly fitted or top-dose-only effect, or effect the other way, or a change in a side signal; inactive means no such curve, though single readings can be large or run the other way; the % refers to the polarisation;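 further: polarization taken with two DNA probes labelled with fluorescein and Texas red; % of control where 0% means no effect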
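His-tagged ERG Ets domain (1 uM in the protein solution; 300mM KCl, 50mM Tris-HCl, 1mM EDTA, 1mM DTT, pH 7.5) received compound, then a probe mix of 5 nM fluorescein-DNA and 100nM Texas-615-DNA. Fluorescence polarization was read for both dyes.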
JMJD2A Tudor: inhibitors of human JMJD2A Tudor domain; AlphaScreen JMJD2A-Tudor / H3K4me3 peptide binding; Potency, µM (titrated, usually from 114 µM), without a hit: at the highest dose activity change, negative = inhibition, most hits filed as inhibitors; O75164; actives 4.4% (n = 390,000); further: on the % scale 0 is the no-effect control and ±100 the full control effect; nearly all actives have a fitted effect of over 50% in size
Target sequence (O75164 whole entry, looked up, the tested form may be a part): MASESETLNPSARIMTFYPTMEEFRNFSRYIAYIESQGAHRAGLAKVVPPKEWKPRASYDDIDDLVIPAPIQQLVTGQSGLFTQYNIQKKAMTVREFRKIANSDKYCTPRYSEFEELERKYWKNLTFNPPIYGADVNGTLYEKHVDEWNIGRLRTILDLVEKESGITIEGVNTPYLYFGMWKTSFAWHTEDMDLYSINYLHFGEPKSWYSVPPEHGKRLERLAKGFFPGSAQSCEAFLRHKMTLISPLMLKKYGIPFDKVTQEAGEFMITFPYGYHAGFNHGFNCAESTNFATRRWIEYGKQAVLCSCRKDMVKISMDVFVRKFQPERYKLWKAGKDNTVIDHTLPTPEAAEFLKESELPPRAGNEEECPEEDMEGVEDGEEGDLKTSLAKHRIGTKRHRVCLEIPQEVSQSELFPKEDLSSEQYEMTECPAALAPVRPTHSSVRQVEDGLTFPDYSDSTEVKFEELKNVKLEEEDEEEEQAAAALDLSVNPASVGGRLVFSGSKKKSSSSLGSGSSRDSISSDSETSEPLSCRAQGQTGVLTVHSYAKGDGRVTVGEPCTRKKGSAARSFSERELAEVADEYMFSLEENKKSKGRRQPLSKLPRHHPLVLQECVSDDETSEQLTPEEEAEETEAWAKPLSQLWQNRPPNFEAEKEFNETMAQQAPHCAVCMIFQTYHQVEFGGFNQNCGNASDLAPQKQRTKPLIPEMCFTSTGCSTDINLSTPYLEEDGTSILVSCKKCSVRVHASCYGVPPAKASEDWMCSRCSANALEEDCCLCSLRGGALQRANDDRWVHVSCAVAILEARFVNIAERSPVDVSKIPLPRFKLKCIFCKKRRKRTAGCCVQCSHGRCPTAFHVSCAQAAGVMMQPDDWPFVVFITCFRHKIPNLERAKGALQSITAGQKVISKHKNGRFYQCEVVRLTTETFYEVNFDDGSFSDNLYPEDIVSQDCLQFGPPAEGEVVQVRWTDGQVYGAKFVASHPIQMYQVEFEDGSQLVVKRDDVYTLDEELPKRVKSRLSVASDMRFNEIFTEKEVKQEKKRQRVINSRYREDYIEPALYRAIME
Starred values were filed as active, the others as inactive; & = joins results of further samples; [ ] = another dose, or the depositor's remark. Unless noted, the call rests on the fitted dose curve; in most records, active means well fitted curve in the direction sought with a large enough effect; inconclusive means small, poorly fitted or top-dose-only effect, or another doubt; inactive means no such curve, though single readings can be large; an effect the other way counts as inactive or inconclusive. Potency means the concentration at half of the fitted maximal effect. This is a subset, so the mix of outcomes need not match the whole.

CCN1C(=O)/C(=C/c2ccc(OC)c(OC)c2)N=C1SCC(=O)NCc1ccco1 was read as HP1b binding inh 3.8%, rTrxR1 inhibitor 5.0%[57.1 µM], RGS4 inh 1.0%, ALOX12 inh -26.9%, GLS inh -3.1%, Pin1 inhibitor -3.8%, PGK inhibitor -4.3%, ERG-DNA inh 16.2% and JMJD2A Tudor -10.8%.
Screening CCOc1cc(NC(=S)NCCCN2CCOCC2)c(OCC)cc1NC(=O)C(C)C returned HP1b binding inh 24.0%, rTrxR1 inhibitor -35.3%, RGS4 inh -19.1%, ALOX12 inh inconclusive, GLS inh 2.3%, Pin1 inhibitor -3.4%, PGK inhibitor -3.8%, ERG-DNA inh 11.0% and JMJD2A Tudor -5.3%.
`CCCCC(=O)Nc1cccc2c1C(=O)N(c1ccccc1)C2=O` gave HP1b binding inh 66.8%[activator], rTrxR1 inhibitor -9.6%, RGS4 inh -19.8%, ALOX12 inh -0.9%, GLS inh -6.6%, Pin1 inhibitor 11.7%, PGK inhibitor 7.7%, ERG-DNA inh 9.3% and JMJD2A Tudor 48.7%[activator].
Screening COc1ccc(-c2nnc(SCC(=O)NCCc3ccc(OC)c(OC)c3)nc2-c2ccc(OC)cc2)cc1 returned HP1b binding inh 6.1%, rTrxR1 inhibitor -13.2%, RGS4 inh -11.9%, ALOX12 inh -19.2%, GLS inh -1.5%, Pin1 inhibitor 41.8%[activator], PGK inhibitor -6.3%, ERG-DNA inh 5.2% and JMJD2A Tudor inconclusive.
O=C(COc1cccc2ccccc12)NNC(=O)CSCCO was read as HP1b binding inh 23.5%, rTrxR1 inhibitor -10.4%, RGS4 inh -4.9%, ALOX12 inh 13.7%, GLS inh 3.1%, Pin1 inhibitor -0.6%, PGK inhibitor -6.2%, ERG-DNA inh -16.5% and JMJD2A Tudor -5.4%.
Screening O=[N+]([O-])c1ccc2[nH]nc(-c3ccccc3)c2c1 returned HP1b binding inh 28.6%, rTrxR1 inhibitor 3.0%, RGS4 inh 1.5%, ALOX12 inh -25.2%, GLS inh -13.0%, Pin1 inhibitor -0.3%, PGK inhibitor -7.9%, ERG-DNA inh -12.3% and JMJD2A Tudor 11.8%.
`CSc1ccc(CNc2ccccn2)cc1` gave HP1b binding inh 4.1%, rTrxR1 inhibitor 17.1%[57.1 µM], RGS4 inh -21.7%, ALOX12 inh 0.0%, GLS inh 0.0%, Pin1 inhibitor -2.2%, PGK inhibitor -7.1%, ERG-DNA inh -8.9% and JMJD2A Tudor -24.0%.
CCc1ccc(C(=O)N2CCN(c3ccc(NC(=O)c4ccco4)cc3)CC2)cc1 was read as HP1b binding inh -17.4%, rTrxR1 inhibitor -5.5%, RGS4 inh -5.8%, ALOX12 inh inconclusive, GLS inh 28.1%, Pin1 inhibitor -1.8%, PGK inhibitor -7.4%, ERG-DNA inh -2.6% and JMJD2A Tudor -32.8%.
C/C(=N\O)C(C)(C)Nc1ccc(Cl)cc1 was read as HP1b binding inh 14.1%, rTrxR1 inhibitor 15.3%, RGS4 inh 16.5%, ALOX12 inh 52.3%[activator], GLS inh 22.6%, Pin1 inhibitor -1.5%, PGK inhibitor -1.5%, ERG-DNA inh -1.5% and JMJD2A Tudor -17.5%.
COC(=O)c1c(N2C(=O)Nc3ccccc3N2O)sc2c1CCCC2 was read as HP1b binding inh -0.7%, rTrxR1 inhibitor 11.0%[57.1 µM], RGS4 inh 21.2%, ALOX12 inh -6.2%, GLS inh 4.4%, Pin1 inhibitor -2.2%, PGK inhibitor -3.7%, ERG-DNA inh -19.2% and JMJD2A Tudor -9.4%.
Screening CC(=O)c1ccccc1OC(=O)CCN1C(=O)C2C3C=CC(C4CC34)C2C1=O (stereo unspecified) returned HP1b binding inh 22.7%, rTrxR1 inhibitor 13.9%, RGS4 inh -4.3%, ALOX12 inh -8.2%, GLS inh 0.6%, Pin1 inhibitor 0.5%, PGK inhibitor inactive, ERG-DNA inh 27.3% and JMJD2A Tudor -14.0%.
`COC(=O)c1ccc(Oc2ccc3nncn3n2)cc1` gave HP1b binding inh 21.7%, rTrxR1 inhibitor -33.0%[57.1 µM], RGS4 inh -6.8%, ALOX12 inh 22.6%, GLS inh 1.3%, Pin1 inhibitor 3.8%, PGK inhibitor -6.7%, ERG-DNA inh 2.9% and JMJD2A Tudor -3.6%.
`NS(=O)(=O)c1ccc(CCNC(=O)Cn2c(=O)c3cccn3c3cccnc32)cc1` gave HP1b binding inh 19.4%, rTrxR1 inhibitor 0.3%, RGS4 inh 16.1%, ALOX12 inh 2.3%, GLS inh 0.7%, Pin1 inhibitor -0.2%, PGK inhibitor -7.9%, ERG-DNA inh -4.0% and JMJD2A Tudor -12.8%.
`Cc1ccc(C)n1C(CC(=O)O)c1ccc(C#N)cc1` (stereo unspecified) gave HP1b binding inh 9.2%, rTrxR1 inhibitor -14.5%[57.1 µM], RGS4 inh 1.2%, ALOX12 inh 35.0%[activator], GLS inh 15.1%, Pin1 inhibitor -21.5%, PGK inhibitor -7.5%, ERG-DNA inh -4.9% and JMJD2A Tudor -14.7%.
`O=C(/C=C/c1ccccc1)NC(=S)Nc1ccc2c3c(cccc13)CC2` gave HP1b binding inh 36.3%, rTrxR1 inhibitor 13.7%[57.1 µM], RGS4 inh 1.7%, ALOX12 inh -1.5%, GLS inh 9.0%, Pin1 inhibitor 25.9%, PGK inhibitor -0.2%, ERG-DNA inh 3.0% and JMJD2A Tudor -2.2%.
CNC(=O)C1CCCN(c2nnc(C)c3c(C)n(-c4ccccc4)nc23)C1 (stereo unspecified) was read as HP1b binding inh 22.5%, rTrxR1 inhibitor 16.1%, RGS4 inh 12.0%, ALOX12 inh 0.6%, GLS inh 0.6%, Pin1 inhibitor 0.9%, PGK inhibitor 3.5%, ERG-DNA inh 4.2% and JMJD2A Tudor -5.9%.
`CCSc1cc(Cl)nc(N)n1` gave HP1b binding inh 2.6%, rTrxR1 inhibitor -1.6%, RGS4 inh 1.1%, ALOX12 inh inconclusive, GLS inh 2.6%, Pin1 inhibitor -7.3%, PGK inhibitor 9.5%, ERG-DNA inh -5.2% and JMJD2A Tudor -11.0%.
Screening CCOc1ccc(NC(=O)CSc2nc3ccccc3c(=O)n2CCCC(=O)NCC2CCCO2)cc1 (stereo unspecified) returned HP1b binding inh 50.3%[activator], rTrxR1 inhibitor 9.4%, RGS4 inh 27.6%[11.4 µM], ALOX12 inh 1.5%, GLS inh 1.3%, Pin1 inhibitor -1.0%, PGK inhibitor 6.7%, ERG-DNA inh -4.8% and JMJD2A Tudor -6.1%.
For Cc1cccc(-c2nc(C)c(CCNC(=O)C(=O)Nc3ccc(C)c(C)c3)s2)c1 the results were HP1b binding inh 13.5%[57 µM], rTrxR1 inhibitor 12.0%[57.1 µM], RGS4 inh 20.5%, ALOX12 inh -20.2%, GLS inh 3.7%, Pin1 inhibitor 1.3%, PGK inhibitor 2.6%, ERG-DNA inh -4.9% and JMJD2A Tudor -2.9%.
COc1ccnc(Oc2ccc(F)cc2)c1C(=O)N/C=N/OCc1ccc(F)cc1 was read as HP1b binding inh 21.5%, rTrxR1 inhibitor 8.8%[57.1 µM], RGS4 inh -7.9%, ALOX12 inh 11.5%, GLS inh 0.1%, Pin1 inhibitor -9.8%, PGK inhibitor -1.4%, ERG-DNA inh 8.8% and JMJD2A Tudor -18.2%.
`Cc1cc(C(=O)OCC(=O)c2ccc3c(c2)NC(=O)CO3)c2ccccc2n1` gave HP1b binding inh 6.4%, rTrxR1 inhibitor 12.1%, RGS4 inh -6.2%, ALOX12 inh inconclusive, GLS inh 10.7%, Pin1 inhibitor 78.0%[activator], PGK inhibitor -4.0%, ERG-DNA inh -7.6% and JMJD2A Tudor -1.5%.
Screening CC(C)c1nnc(NC(=O)CCC(=O)NC2CCCCC2)s1 returned HP1b binding inh 22.8%, rTrxR1 inhibitor 23.3%[57.1 µM], RGS4 inh -20.2%, GLS inh -1.0%, Pin1 inhibitor 0.1%, PGK inhibitor -0.8%, ERG-DNA inh -0.8% and JMJD2A Tudor -6.9%.
For CCOC(=O)CSc1nnc(CNc2cccc(Cl)c2)n1-c1ccccc1 the results were HP1b binding inh 34.0%, rTrxR1 inhibitor 15.2%[57.1 µM], RGS4 inh 48.7%, ALOX12 inh 5.5%, GLS inh 15.5%, Pin1 inhibitor -9.3%, PGK inhibitor 4.7%, ERG-DNA inh -9.8% and JMJD2A Tudor -14.6%.
`CCCCc1ccc(NC(=O)Cn2cnc3c2c(=O)n(C)c(=O)n3C)cc1` gave HP1b binding inh 25.2%, rTrxR1 inhibitor 6.9%, RGS4 inh 30.4%, ALOX12 inh 2.2%&-8.0%, GLS inh 5.9%, Pin1 inhibitor -3.3%, PGK inhibitor inactive, ERG-DNA inh -1.0% and JMJD2A Tudor -9.2%.
O=[N+]([O-])c1ccc(NC(=S)N2CCN(c3ccc(F)cc3)CC2)cc1 was read as HP1b binding inh 28.2%, rTrxR1 inhibitor -2.2%, RGS4 inh -42.9%, ALOX12 inh 435.1%[activator], GLS inh 1.1%, Pin1 inhibitor -2.5%, PGK inhibitor -10.7%, ERG-DNA inh 8.8% and JMJD2A Tudor -14.2%.
Screening CC(C)Cc1nc(N2CCN(C(=O)c3ccco3)CC2)c(C#N)c2c1CCCC2 returned HP1b binding inh -2.6%, rTrxR1 inhibitor 12.4%, RGS4 inh -25.5%, ALOX12 inh -9.3%, GLS inh -14.5%, Pin1 inhibitor -21.9%, PGK inhibitor inactive, ERG-DNA inh -1.0% and JMJD2A Tudor -21.4%.

Source: PubChem BioAssay
